From PubChem
Giardia FBPA inh – Giardia lamblia aldolase inhibition. 290,000 tested, 0.71% active. A8B2U2. Potency, µM (doses to about 59.6 µM), inactives show at the top dose activity, negative = inhibition, usual class: inhibitors. purified Giardia FBPA; further: potency means the concentration at half of the fitted maximal effect; on the % scale 0 is the no-effect control and ±100 the full control effect; nearly all actives have a fitted effect of over 55% in size
Target sequence (A8B2U2 whole entry, looked up): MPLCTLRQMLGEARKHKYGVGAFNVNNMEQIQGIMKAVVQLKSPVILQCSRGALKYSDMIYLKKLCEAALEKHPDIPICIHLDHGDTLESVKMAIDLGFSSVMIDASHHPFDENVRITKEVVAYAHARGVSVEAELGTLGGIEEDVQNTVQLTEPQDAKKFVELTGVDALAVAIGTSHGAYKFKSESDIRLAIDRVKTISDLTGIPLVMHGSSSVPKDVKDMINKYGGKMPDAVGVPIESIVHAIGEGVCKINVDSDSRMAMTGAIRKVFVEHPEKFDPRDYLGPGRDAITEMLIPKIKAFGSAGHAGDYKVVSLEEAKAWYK
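Giardia FBPA (40 nM reagent) was preincubated 10 min at RT with compound (up to 57.5 uM final), then substrate plus GAPDH/TPI/NAD/arsenate coupling system with diaphorase/resazurin was added; resorufin fluorescence (525/598 nm) was read after 20 min.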
HCV inhibitor – blocks hepatitis C virus; Huh7.5.1 HCVcc-Cre infection, luciferase reporter, 44 h; Potency, µM (series often up to 41.8 µM), for inactives: top-dose activity change, negative = inhibition, actives largely listed as inhibitors; 340,000 tested, 3.4% active; AID 651820; further: potency means the concentration at half of the fitted maximal effect; on the % scale 0 is the no-effect control and ±100 the full control effect
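1,000 cells/well; 4 h culture; + compound; + HCVcc-Cre (~0.5 moi); 44 h; luciferase substrate, RT 15 min; read 15 sec.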
Pf growth 48h – P. falciparum growth inhibition at 48 hours (one generation). P. falciparum luciferase growth in erythrocytes, 48 h. Potency, µM (top dose mostly 28.7 µM), for the others: top-dose activity change, negative = inhibition, most hits filed as inhibitors. 310,000 tested, 5.9% active; further: potency means the concentration at half of the fitted maximal effect; on the % scale 0 is the no-effect control and ±100 the full control effect
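Here the parasites carry a stable luciferase gene and grow inside erythrocytes in Albumax-based RPMI medium with compound for one erythrocytic cycle. Activity is scored as loss of luminescent signal.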
Shiga toxin inh – blocks Shiga toxin action in Vero cells | 290,000 tested, 9.2% active | inhibition, % at 38.7 µM | AID 2315 | Vero cells, Shiga toxin protein synthesis inhibition reporter; in the data active means inhibition mostly above about 28%, no sharp cut-off; inactive means mostly below about 43%; further: 0% is about no effect
CHX counter – counter-screen hit for Shiga toxin inhibitors, cycloheximide | 300,000 tested, 12% active | cell reporter, cycloheximide protein synthesis inhibition counterscreen | max response, % | AID 2314; in the data active means max response mostly above about 13%, no sharp cut-off; inactive means mostly below about 14%; further: read at 38.3 µM for the half of the compounds with a filed dose; 0% is about no effect
Pf growth 96h – inhibits malaria parasite growth, 96 h; P. falciparum luciferase reporter growth, 96 h; 320,000 tested, 6.9% active; Potency, µM (series often up to 28.7 µM), inactives show at the highest dose activity change, negative = inhibition, actives largely listed as inhibitors; further: potency means the concentration at half of the fitted maximal effect; on the % scale 0 is the no-effect control and ±100 the full control effect
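P. falciparum expressing integrated firefly luciferase, in erythrocytes at 2% hematocrit, 0.05% parasitemia, incubated with compounds 96 h at 37 C, 5% CO2. Growth inhibition read as loss of luminescence; two-generation exposure targets delayed-death apicoplast inhibitors.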
The depositor's hits bear a star; ? = inconclusive; . = not tested or not shown; & = joins results of further samples; [ ] = remark or other dose. Unless noted, the call rests on the fitted dose curve; in most records, active means well fitted curve in the direction sought with a large enough effect; inconclusive means small, poorly fitted or top-dose-only effect, or another doubt; inactive means no such curve, though single readings can be large; an effect the other way counts as inactive or inconclusive.

Screens in order: Pf growth 96h	CHX counter	Shiga toxin inh	Giardia FBPA inh	Pf growth 48h	HCV inhibitor
1: COCCNC(=O)C(c1ccc(C)o1)N(C(=O)c1snc(C(N)=O)c1N)c1ccc(C)cc1 (configuration not stated)
  .	-1	-4	12%	?	11%&-11%
2: COc1ccc(S(=O)(=O)Nc2cc(Sc3ncn[nH]3)c(O)c3ccccc23)cc1
  2.9µM*	42	43	0.56µM*	.	32µM*
3: OC(COc1ccc(Cl)cc1)CN1CCN(c2ccccc2)CC1 (configuration not stated)
  239%[activator]	-5	2	-15%	25%	1%
4: Cc1ccc(C(c2nnnn2CS(=O)(=O)c2ccc(C)cc2)N2CCC(C(N)=O)CC2)cc1 (configuration not stated)
  48%[activator]	-2	-17	-4%	.	20%
5: O=C(Nc1cccc(Cl)c1N1CCOCC1)c1cc([N+](=O)[O-])ccc1N1CCOCC1
  0%	5	18	6%	?	-3%
6: Cc1sc2ncnc(Sc3ccccc3C(=O)Nc3ccc(C#N)cc3)c2c1C
  ?	-4	15	-2%	10µM*	25µM*
7: CCc1ccccc1NC(=O)C1=CC(c2ccc(OC)c(OC)c2)=NS(=O)(=O)N1C
  52%[activator]	-3	-4	9%	?	13%
8: Cc1occc1C(=O)N/N=C/c1ccccc1[N+](=O)[O-]
  154%[activator]	62*	64*	-13%	111%[activator]	6%
9: CCc1cc2cc3c(cc2nc1SCC(=O)Nc1cc(C)on1)OCO3
  4%	-4	12	1%	17%	-7%
10: Cc1sc2nc(C(C)(C)C)oc(=O)c2c1C
  ?	-5	-11	4%	.	15%
11: COCc1ccc(-c2ccc3c(c2)c(C#Cc2ccsc2)c(-c2cc(OC)cc(OC)c2)n3C)cc1
  ?	.	.	.	?	3%
12: COC(=O)c1sc(NC(=O)CSc2nncs2)c(C(=O)OC)c1C
  -2%[5.75 µM]	14	-10	-28%	-22%	?
13: Cc1ccc(NS(=O)(=O)c2cccc(C(=O)NCC3(N(C)C)CCCCC3)c2)cc1
  ?	-1	-19	4%	?	-21%
14: CC(C)Oc1ccc(C(=O)NCC(=O)O)cc1
  38%[activator]	-1	26	4%	11%	7%
15: O=C(Nc1nc2c(s1)CCCC2=O)c1cnccn1
  -5%	8	34	-1%	94%[activator]	6%
16: Nc1nc(NCc2ccco2)nc(Nc2cccc(F)c2)c1[N+](=O)[O-]
  -12%	1	5	9%	12%	?
17: C/C(=N\NC(=O)Cc1cccn1C)c1ccc([N+](=O)[O-])cc1
  56%[activator]	0	2	1%	24%	-27%
18: COc1ccc(C(C)NC(=O)c2ccoc2C)cc1OC (configuration not stated)
  ?	-3	-4	8%	5%	5%
19: CCN(CC(=O)Nc1c(F)cccc1F)C(=O)c1ccc(NC(=O)CC2SC(N3CCCC3)=NC2=O)cc1 (configuration not stated)
  13µM*	.	.	.	0%	5%
20: COC(=O)c1ccc(NC(=O)CCN2C(=O)NC(C)(C)C2=O)cc1
  49%[activator]	.	.	.	57%[activator]	1%
21: CCN1CCN(c2c(C=O)c(Cl)nc3ccc(OC)cc23)CC1
  ?	2	.	10%	-12%	-6%
22: COc1ccc(-c2nc(-c3ccncc3)no2)c(OC)c1
  3%	61*	110*	10%	68%[activator]	-11%
23: O=C(O)c1ccc(/C=N/NC(=O)c2ccc(Br)cc2)cc1
  -16%	-2	18	-9%	23%	18%
24: CCCCN(CC)CCNC(=O)CN(C)S(=O)(=O)c1ccc2c(c1)c(=O)n(C)c(=O)n2C
  ?	-1	-8	9%	?	19%
25: Oc1ccccc1C1=Nc2ccccc2N=C(c2cccs2)C1
  64%[activator]	2	16	-1%	12%	-1%
26: COc1cc(CN2C(=O)C(NC(=O)c3ccco3)(C(F)(F)F)C3=C2CC(C)(C)CC3=O)cc(OC)c1 (configuration not stated)
  .	-1	-11	-2%	?	15%
27: O=C(NC(N1CCOCC1)C(Cl)(Cl)Cl)c1ccccc1Cl (configuration not stated)
  37%[activator]	3	-8	2%	229%[activator]	17%
28: COc1ccc(NC(=O)ON=C2c3ccccc3-c3ccccc32)cc1
  ?	36*	111	?	38%[activator]	?
29: CN(C)c1ccc(/C=N\NC(=O)c2csnn2)cc1
  154%[activator]	18*	32*	-5%	286%[activator]	-3%
30: COc1ccc(N(C(C)C(=O)N/N=C/c2cccnc2)S(C)(=O)=O)cc1 (configuration not stated)
  24%	-2	-16	-4%	-10%	16%

The last two compounds of the section above open the next one.
Screens in order: Pf growth 96h	CHX counter	Shiga toxin inh	Giardia FBPA inh	Pf growth 48h	HCV inhibitor
29: CN(C)c1ccc(/C=N\NC(=O)c2csnn2)cc1
  154%[activator]	18*	32*	-5%	286%[activator]	-3%
30: COc1ccc(N(C(C)C(=O)N/N=C/c2cccnc2)S(C)(=O)=O)cc1 (configuration not stated)
  24%	-2	-16	-4%	-10%	16%
31: O=C(CCN1CCN(CCO)CC1)Nc1cccc(Br)c1
  28%	-1	-10	5%	14%	8%
32: O=C(NCc1cccnc1)c1ccc(COc2ccccc2Cl)o1
  0%	-5	-15	1%	0%	?
33: O=C(Nc1ccc(N2CCN(C(=O)c3ccco3)CC2)c(Cl)c1)c1c(F)c(F)c(F)c(F)c1F
  5%	-1	-4	-4%	?	?
34: CCOc1ccc(OCc2ccc(C(=O)NCc3cccnc3)o2)cc1
  ?	14	-4	.	0%	?
35: CC(C)c1ccccc1OCC(=O)Nc1cc(S(=O)(=O)N2CCOCC2)ccc1N1CCCC1
  ?	.	.	.	5.2µM*	?
36: CCCc1nc2ccc(NC(C)=O)cc2c(=O)n1Cc1ccc(Cl)cc1
  36%[activator]	43*	90*	-2%	129%[activator]	-9%
37: Cc1cccc(C(=O)Nc2ccc(C(=O)N/N=C/c3ccc(C)o3)cc2)c1
  ?	7	15	-10%	?	?
38: Cc1ccc(S(=O)(=O)N2CCC(C(=O)OCC(=O)NCCc3ccccc3)CC2)cc1C
  18%	.	.	.	?	0%
39: Cc1ccc(S(=O)(=O)CCC(=O)OCC(=O)N2CCN(S(=O)(=O)c3ccc(Cl)cc3)CC2)cc1
  1%	-2	2	.	79%[activator]	23%
40: CC(c1ccccc1C(O)(c1ccccc1)c1ccccc1)N(C)C (configuration not stated)
  ?	-3	-9	4%	?	6%
41: CCn1nc(C)cc1C(=O)N1CCCC(N2CCN(Cc3ccc4c(c3)OCO4)CC2)C1 (configuration not stated)
  12%	-3	-1	8%	5%	?
42: Cc1cccc(NC(=O)COC(=O)CCc2ccccc2)c1C
  ?	-3	.	16%	20%	14%
43: CCn1c(CNC(=O)c2ccccc2F)nnc1SCC(=O)Nc1nncs1
  -1%	-6	19	?	0%	-5%
44: Cc1ccc(S(=O)(=O)N2CCOCC2)cc1NC(=O)CN1CCN(c2ccc(O)cc2)CC1
  ?	-4	15	-26%	?	19%
45: Cc1ccc(S(=O)(=O)Nc2ccc3c(c2)c2c(n3S(=O)(=O)c3ccc(C)cc3)CCCC2=O)cc1
  13%	-3	-6	-2%	?	?
46: Cc1nc(=S)c2c([nH]1)-c1ccccc1CC21CCCCC1
  ?	2	-13	3%	?	-15%
47: CCO[C@H]1OC(C(=O)Nc2ccccc2)=C[C@@H](C)[C@@H]1CCCO
  32%[activator]	11*	6	5%	31%[activator]	6%
48: O=C(NNC(=O)C1CCN(S(=O)(=O)c2ccccc2)CC1)c1ccccc1O
  ?	-3	-5	?	-5%	?
49: CN(C)c1ccc(NC(=O)CSc2nc(C3CC3)nc3ccccc23)cc1
  9%	0	-6	1%	?	15%
50: CCN1CCN(C(=O)c2cc(COc3ccc(F)cc3F)on2)[C@@H](C)C1=O
  -2%	8	10	-3%	0%	11µM*
51: C#CCOCCOCCOCCNc1nc(N2CCOCC2)nc(N2CCN(C(=O)CCCCCCCCCCNC(=O)[C@H](CO)n3cc(CCCSC)nn3)CC2)n1
  0.52µM*	.	.	.	0.52µM*	-10%
52: CC12CC3CC(C)(C1)CC(C(=O)NC1=NCCS1)(C3)C2
  12µM*	-1	8	0%	.	16%
53: O=C(CCc1nnc(CCCCc2ccccc2)o1)NCCCc1cccnc1
  2%	25	4	5%	-5%	-8%
54: CCCN(C(=O)CCCSc1nc2ccccc2[nH]1)c1c(N)n(Cc2ccccc2)c(=O)[nH]c1=O
  ?	.	.	.	?	7%
55: CC(NC(=O)COc1ccccc1Cl)c1ccccc1 (configuration not stated)
  8%	-2	-5	2%	9%	?
56: COc1ccc(C(CC(=O)NC(C)c2ccc(-c3ccccc3)cc2)NC(C)=O)cc1 (configuration not stated)
  1%	-4	7	15%	-12%	-25%
57: COC(=O)c1ccc(Oc2c(C)oc3cc(OCc4cnn(-c5ccccc5)c4)ccc3c2=O)cc1
  0%	-2	-6	-3%	21%	2%
58: CCCCS(=O)(=O)N1CCC(C(=O)NCC2CCCO2)CC1 (configuration not stated)
  3%	6	-6	-2%	1%	20%
59: CCCCCC(=O)Nc1nc(C)c(-c2csc(Nc3ccccc3OC)n2)s1
  2.9µM*	29	-2	0%	?	0%
60: O=C(CCN1C(=O)c2ccccc2C1=O)Nc1ccc(S(=O)(=O)N2CCOCC2)cc1
  .	-1	-4	3%	-9%	1%
61: CSc1nc(C2CC2)cc(-c2cccs2)c1C#N
  ?	-1	-3	5%	9%	11µM*
62: CC(C)(C)c1ccc(/C=C2\Oc3cc(OC(=O)N4CCOCC4)ccc3C2=O)cc1
  0%	-1	6	2%	20%	?
63: COc1ccc(NC(=O)c2cc(-c3ccco3)nc3ccccc23)cn1
  ?	.	.	.	?	-26%
64: O=C1NC(=Nc2ccccc2Br)SC1(CO)CO
  4%	-2	.	-7%	9%	5%
65: Cc1ccc(S(=O)(=O)N(C)C)cc1NC(=O)c1ccc(OC(F)(F)F)cc1
  23%	-2	-4	2%	20%	0%
66: COc1cccc(=O)c2c(C)n(-c3cc(C)cc(C)c3)c(C)c12
  2.6µM*	-2	-7	0%	3.3µM*	-23%

Grouped by structure: those above containing an aryl thioether with sulfur outside any ring.
Screens in order: Pf growth 96h	CHX counter	Shiga toxin inh	Giardia FBPA inh	Pf growth 48h	HCV inhibitor
2: COc1ccc(S(=O)(=O)Nc2cc(Sc3ncn[nH]3)c(O)c3ccccc23)cc1
  2.9µM*	42	43	0.56µM*	.	32µM*
6: Cc1sc2ncnc(Sc3ccccc3C(=O)Nc3ccc(C#N)cc3)c2c1C
  ?	-4	15	-2%	10µM*	25µM*
9: CCc1cc2cc3c(cc2nc1SCC(=O)Nc1cc(C)on1)OCO3
  4%	-4	12	1%	17%	-7%
12: COC(=O)c1sc(NC(=O)CSc2nncs2)c(C(=O)OC)c1C
  -2%[5.75 µM]	14	-10	-28%	-22%	?
43: CCn1c(CNC(=O)c2ccccc2F)nnc1SCC(=O)Nc1nncs1
  -1%	-6	19	?	0%	-5%
49: CN(C)c1ccc(NC(=O)CSc2nc(C3CC3)nc3ccccc23)cc1
  9%	0	-6	1%	?	15%
54: CCCN(C(=O)CCCSc1nc2ccccc2[nH]1)c1c(N)n(Cc2ccccc2)c(=O)[nH]c1=O
  ?	.	.	.	?	7%
61: CSc1nc(C2CC2)cc(-c2cccs2)c1C#N
  ?	-1	-3	5%	9%	11µM*
